Screens: PubChem BioAssay, several laboratories
MOR-DOR ag: agonists of human mu-delta opioid receptor heterodimerization; P35372+P41143; cells, OPRM1-OPRD1 heterodimerization, luminescence; activation, % at 9.3 µM; actives 0.3% (n = 340,000); in the data active = activation above about 18%;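 note: 0% = vehicle-treated cells and 100% = reference agonist; values of inactives mirror those of a sister screen read the other way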
Tat export inh: E. coli Tat transport inhibition; E. coli MC4100 TorA-mCherry Tat export, fluorescence; inhibition, % at 10 µM; actives 0.036% (n = 340,000);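 active = mean replicate inhibition at least 50% and at least half of replicates individually reaching 50%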;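 note: exported cargo escapes ClpAP degradation while cytoplasmic cargo is degraded and loses fluorescence; 0% = median of neutral control wells and 100% = median of NaSCN control wells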
PKA-R2B act: activates the human PKA-R2B holoenzyme complex; P22694+P31323; PKA-R2B holoenzyme dissociation, Cy5-IP20 fluorescence polarization; R2B truncated from residue 108, S112A mutant; 0% DMSO only, 100% 113 µM cGMP; activation, % at 11.4 µM; actives 0.079% (n = 340,000);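 active = activation above a cutoff set at the mean over all compounds plus 3 SD, cut at about 18% in these data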;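 note: higher means more holoenzyme dissociation and a rise in polarization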
Target sequence (P31323 whole entry, looked up, other chains not shown, the tested form may be a part): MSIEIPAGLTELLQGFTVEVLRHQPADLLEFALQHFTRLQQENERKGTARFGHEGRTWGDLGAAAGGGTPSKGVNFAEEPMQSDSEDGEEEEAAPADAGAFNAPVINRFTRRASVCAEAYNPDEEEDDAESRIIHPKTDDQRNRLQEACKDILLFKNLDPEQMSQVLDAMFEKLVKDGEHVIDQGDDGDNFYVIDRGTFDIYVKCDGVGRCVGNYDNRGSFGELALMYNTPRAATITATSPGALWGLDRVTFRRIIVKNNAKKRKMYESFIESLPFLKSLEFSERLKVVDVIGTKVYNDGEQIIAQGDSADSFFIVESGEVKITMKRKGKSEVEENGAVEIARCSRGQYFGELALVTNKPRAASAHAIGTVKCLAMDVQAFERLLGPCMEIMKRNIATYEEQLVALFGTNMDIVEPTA
PfHsp90 set2: reduces growth (ATP signal) of yeast expressing P. falciparum Hsp90; S. cerevisiae expressing PfHsp90, BacTiter-Glo ATP, 48 h; yeast lacking PDR1 and PDR3 efflux regulators; inhibition, % at 9.4 µM; actives 0.32% (n = 310,000);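 active = every replicate shows inhibition above about 80%, whatever the replicate mean, limit read from the data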;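 note: 0% = DMSO neutral controls and 100% = 20 µM radicicol positive controls; yeast relying on Plasmodium falciparum Hsp90 in place of its own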
PKA-R1A act: activates the PKA-R1A holoenzyme complex. PKA-R1A dissociation, Cy5-IP20 fluorescence polarization; scaled: DMSO 0%, 113 µM cGMP 100%. activation, % at 11.4 µM. actives 0.083% (n = 340,000);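 active = percent activation above the mean of all tested compounds plus 3 SD, cut at about 19% in these data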;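 note: higher means more PKAc released from R1A so a rise in polarization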
Mot1-301 SUMO: inhibitors of SUMOylation pathway: yeast Mot1-301 growth rescue. S. cerevisiae Mot1-301 growth rescue, ATP luminescence, 38.5C; percent above DMSO median, 100 means doubled. growth rescue, % at 18.8 µM. actives 1% (n = 320,000). AID 2716;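 active = every valid replicate shows activation above 250% relative to neutral control wells; inactive = the rest, any valid replicate at or below 250%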;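 note: OY570 slx delta 5 strain wells were the positive control but not used for scaling; some compounds called inactive have numbers as strong as hits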
Ecoli viability: bacterial growth inhibition, counter-screen for AddAB inhibitors; E. coli V3065 growth, OD600 absorbance, 18 h; inhibition, % at 11.9 µM; actives 0.27% (n = 330,000); AID 449728;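 active = inhibition above the campaign's mean inhibition across all tested compounds plus 3 SD, cut at about 9.9% in these data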;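 note: uninfected addAB+ strain grown without phage in ampicillin broth; 0% = DMSO wells and 100% = ciprofloxacin 0.95 µg/ml wells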
phage Ecoli inh: E. coli growth loss with phage present; growth absorbance; actives 0.26% (n = 360,000); inhibition, % at 11.9 µM; in the data active = inhibition above about 11%
AddAB inh: less growth of phage-infected E. coli with AddAB; E. coli expressing H. pylori AddAB, absorbance growth; inhibition, % at 11.9 µM; actives 0.29% (n = 330,000); in the data active = inhibition above about 12%;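 note: 0% = vehicle wells of infected cells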
HTR5A inv ctr: inverse agonist of human HTR5A in OPRM1-OPRD1 counter-screen. inhibition, % at 9.3 µM. P47898. HTR5A cell line, luminescence, inverse agonism. actives 0.083% (n = 340,000). AID 504634; in the data active = inhibition mostly above about 23%, no sharp cut-off; inactive = mostly below about 18%;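 note: 0% = cells with DMSO and 100% = no-cell wells with DMSO; some compounds called inactive have numbers as strong as hits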
Target sequence (P47898 whole entry, looked up): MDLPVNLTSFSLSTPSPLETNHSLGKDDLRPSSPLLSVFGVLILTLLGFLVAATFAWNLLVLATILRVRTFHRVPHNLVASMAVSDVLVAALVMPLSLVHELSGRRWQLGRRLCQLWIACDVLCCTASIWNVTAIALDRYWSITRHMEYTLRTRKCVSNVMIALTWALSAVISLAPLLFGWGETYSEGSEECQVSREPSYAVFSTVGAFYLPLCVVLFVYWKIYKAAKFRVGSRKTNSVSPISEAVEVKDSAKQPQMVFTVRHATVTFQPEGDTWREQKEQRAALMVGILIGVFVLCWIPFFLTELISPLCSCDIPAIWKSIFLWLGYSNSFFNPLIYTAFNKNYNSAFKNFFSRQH
MOR-DOR inv ag: mu-delta opioid heterodimer inverse agonism; P35372+P41143; cell-based MOR-DOR heterodimer luminescence; inhibition, % at 9.3 µM; actives 0.21% (n = 340,000); AID 504357; in the data active = inhibition above about 22%, passing the limit was not always enough;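 note: 0% = cells with DMSO and 100% = wells without cells with DMSO; values of inactives mirror those of a sister screen read the other way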
The depositor's hits bear a star; x = not tested or not shown. Outcome played no part in choosing rows; any-hit rate near 2.2%.

SMILES | MOR-DOR ag | Tat export inh | PKA-R2B act | PfHsp90 set2 | PKA-R1A act | Mot1-301 SUMO | Ecoli viability | phage Ecoli inh | AddAB inh | HTR5A inv ctr | MOR-DOR inv ag
Cc1cccc(-n2c(SCC(=O)N3CCC(C(=O)O)CC3)nc3ccccc3c2=O)c1C | 1.5 | 3 | 14 | -8 | 8 | 26 | -0.8 | -0.6 | -0.2 | -9 | -13
S=c1[nH]nc(-c2cccnc2)n1-c1ccccc1 | -2.3 | 4 | -6 | 4 | -2 | -9 | 1.4 | 1.2 | 0.3 | -10 | 11
CC(=O)c1ccc(NC(=O)COC(=O)Cc2ccsc2)cc1 | -2.4 | -1 | 0 | -1 | 3 | 26 | 0.3 | 4.7 | 1.3 | 8 | 13
COc1ccc(/C=C2\SC(N3CCCCC3)=NC2=O)cc1 | -1.3 | 3 | 4 | -10 | -5 | 13 | -0.4 | 2.3 | -1.1 | 8 | 6
Cc1ccc(OCC(=O)Nc2ccc3c(c2)C(=O)NC3=O)cc1 | -2.6 | 4 | 5 | -10 | -1 | 1 | 0.5 | 0.7 | 2.5 | -14 | 15
C=CCn1c(SCc2ccc(C(=O)NCCO)cc2)nc2ccccc2c1=O | -2.7 | -4 | 0 | -36 | -3 | -6 | 2.5 | -2.4 | 1.3 | -5 | 13
Cc1cc(C)c(C)c(S(=O)(=O)N2CCN(c3ncnc4ccccc34)CC2)c1C | 1.3 | -3 | 4 | x | 6 | 0 | 0.0 | 1.8 | -0.5 | 5 | -5
CO/N=C/c1c(-c2ccc(Cl)cc2)nc2cc(C)ccn12 | 1.8 | -4 | -2 | -43 | -2 | 369 | 0.2 | 3.5 | -1.9 | 15 | -9
CCCN1C(=O)/C(=C/c2ccc(C)o2)SC1=Nc1ccc(OC)cc1 | 2.0 | 8 | -14 | 22 | -3 | x | -0.8 | 2.1 | 0.3 | -44 | -11
O=C(NC(=S)Nc1cccnc1)c1cccc(Br)c1 | -2.7 | -4 | 5 | 7 | -13 | 4 | 0.9 | 1.9 | 1.4 | 19 | 15
O=C(O)C1CCCCC1C(=O)Nc1ccc2c(c1)OCCO2 (stereo not given) | -0.8 | -1 | 2 | -28 | 2 | 5 | 0.6 | 2.0 | 3.8 | -4 | 5
CCOC(=O)C1(Cc2ccc(OC)cc2)CCN(C(=O)CN2CCCCC2=O)CC1 | x | 1 | x | -21 | x | 847 | -3.0 | 4.3 | 0.4 | x | x
Cc1cc(NC(=O)CSCC(=O)Nc2nc3ccccc3[nH]2)no1 | 0.2 | -10 | 8 | -7 | -7 | 171 | 2.7 | 2.1 | 2.0 | -18 | -2
COCCOC(=O)/C(C#N)=C/c1cn(Cc2ccccc2)nc1-c1cccnc1 | -2.4 | -1 | 8 | -7 | 0 | -12 | 3.4 | 0.9 | 4.5 | 1 | 11
CCOC(=O)C1(CC)NC(c2ccc(OC)cc2OC)C2C(=O)N(C)C(=O)C21 (stereo not given) | 1.0 | -10 | 1 | x | 3 | -10 | 1.0 | 1.9 | 1.8 | 8 | -5
CCC1Oc2ccc(C)cc2N(CC(=O)NCCCN2CCCC2)C1=O (stereo not given) | -3.2 | -2 | 9 | -10 | -3 | 167 | -2.8 | 1.5 | 2.4 | -2 | 17
COC(=O)c1ccc(-c2nc(CN3CCN(Cc4cccc(C)c4)CC3)c(C)o2)cc1 | 1.0 | 0 | 5 | -20 | -11 | -6 | -1.2 | -2.4 | 0.5 | -4 | -5
CCOC(=O)C1=C(CN2CCN(c3ccc(F)cc3)CC2)NC(=O)NC1c1cccs1 (stereo not given) | -1.0 | 6 | 2 | -13 | 4 | 7 | 1.9 | 1.3 | 2.9 | -12 | 5
CCOC(=O)C1=C(N)N2C(=O)C(C)SC2=C(C(=O)OC)C1c1ccccc1OC (stereo not given) | -1.8 | -7 | -6 | 133* | -6 | 13 | -0.4 | 3.3 | 0.1 | -24 | 8
Cc1c(C(=O)C(=O)N2CCCc3ccccc32)c2ccccc2n1C | -1.6 | -9 | 7 | 22 | -1 | 0 | -1.6 | -0.3 | 2.2 | -12 | 8
COc1ccccc1-c1cc(C(=O)NCCc2ccccc2)no1 | -0.7 | 6 | 9 | x | 1 | -9 | -4.6 | 0.8 | -2.7 | -3 | 4
C=CCNC(=S)NC(CC(=O)OC)c1ccc2c(c1)OCO2 (stereo not given) | -2.4 | -5 | -5 | -15 | -1 | 153 | -1.4 | -0.3 | 0.3 | -3 | 13
COc1ccc(NC(=O)c2ccc3c(c2)CCN3S(=O)(=O)c2ccccc2)c(OC)c1 | -3.4 | 1 | -8 | -8 | -13 | -8 | 0.2 | -1.3 | -0.7 | 4 | 18
COc1ccc2oc(C)c(C(N)=O)c2c1 | -1.6 | 18 | -11 | -17 | -11 | 119 | 0.7 | 3.3 | 1.2 | 7 | 8
COc1ccc(C(=S)N2CCN(c3cccc(Cl)c3)CC2)cc1 | 4.2 | 9 | 2 | -8 | 0 | 12 | 1.5 | -0.8 | 2.7 | -18 | -21

The results go on:
SMILES | MOR-DOR ag | Tat export inh | PKA-R2B act | PfHsp90 set2 | PKA-R1A act | Mot1-301 SUMO | Ecoli viability | phage Ecoli inh | AddAB inh | HTR5A inv ctr | MOR-DOR inv ag
O=C(Nc1ccccc1N1CCOCC1)c1cccc2c(Br)cccc12 | 2.9 | 5 | -7 | 8 | 6 | 51 | 1.3 | 3.7 | 2.5 | -26 | -14
COc1ccc(C(=S)Nc2ccc(N(C)C)cc2)cc1 | -2.3 | -3 | 9 | -30 | -13 | 7 | -3.3 | 0.8 | 2.3 | -13 | 14
CCCCCC(=O)N1CC2(CC(c3cccc(NC(=O)CC(c4ccccc4)c4ccccc4)c3)=NO2)C[C@@H]1C(N)=O (stereo not given in full) | 0.4 | -1 | 5 | 8 | 6 | -19 | -4.4 | -2.5 | 0.1 | 5 | -2
CCn1c(C)c(C)c2cc(C(=O)NCCCN3CCCCC3C)ccc21 (stereo not given) | -0.9 | -7 | -3 | -17 | -7 | -6 | 1.7 | 1.6 | 2.7 | 7 | 5
Cc1ccc(NS(=O)(=O)c2cc(C(=O)Nc3cccnc3)ccc2C)cc1 | -1.8 | 3 | 2 | 7 | 6 | -22 | x | 2.5 | x | -6 | 10
O=C(O)C1CC1C(=O)Nc1nc2c(Cl)cccc2s1 (stereo not given) | -1.5 | -21 | -1 | -3 | 4 | -26 | -0.2 | -0.6 | -1.2 | -15 | 8
S=C(NC1CCCCC1)N1CCN(C/C=C/c2ccccc2)CC1 | 1.2 | 6 | -9 | 3 | -4 | 122 | -2.2 | 3.4 | 0.2 | -20 | -6
COC(=O)CCc1c(C)c(C#N)c2nc3ccccc3n2c1N1CCCC1 | -0.4 | -7 | 1 | 16 | -6 | -5 | 0.3 | 2.3 | 1.5 | -11 | 2
CCCCn1c(CCNC(=O)CC)nc2ccccc21 | -0.6 | -5 | 6 | -15 | 5 | -7 | -0.8 | -1.1 | 0.7 | -22 | 3
O=C(NC(=S)Nc1ccc(CN2CCCCC2)cc1)c1cc2ccccc2o1 | -0.3 | -10 | -13 | 17 | -5 | 53 | -0.7 | 1.3 | 0.5 | -20 | 2
CC(Sc1nnnn1C1CCCC1)C(=O)Nc1cccc(S(=O)(=O)N2CCOCC2)c1 (stereo not given) | -2.7 | -1 | 5 | 1 | -8 | 12 | 0.7 | 0.2 | -0.8 | -9 | 11
Cc1nnc2sc(-c3cccc(F)c3)nn2c1=O | -1.0 | -20 | -1 | -13 | 10 | -7 | -1.2 | 2.7 | -0.7 | -2 | 5
NS(=O)(=O)c1ccc(CCNc2ncnc3c2c(-c2ccccc2)cn3-c2ccc(F)cc2)cc1 | -3.5 | 10 | 5 | -18 | 2 | -6 | 0.5 | 0.1 | 1.0 | -5 | 17
C[C@H]1CC[C@@]2(O[C@@H](CCO)C[C@H](O)[C@H]2O)O1 | -1.6 | -5 | 0 | 0 | -2 | 10 | -0.7 | 3.8 | -1.6 | -38 | 9
COc1ccc(C)cc1S(=O)(=O)Nc1cccc(-c2cn3cccnc3n2)c1 | 6.3 | -1 | -3 | -10 | -3 | 16 | -0.3 | 1.6 | 4.0 | -8 | -41
COc1ccc(N2CCN(C(=O)CCNS(=O)(=O)c3cccs3)CC2)cc1 | 0.5 | 0 | 0 | 29 | 3 | -1 | -1.7 | 2.9 | -0.3 | 18 | -3
COc1ccc(Nc2ccc([N+](=O)[O-])cc2[N+](=O)[O-])cc1 | -0.3 | 2 | -9 | 3 | -10 | -9 | 0.4 | 1.7 | 5.7 | -5 | 1
Cc1noc(/C=C/c2ccco2)c1S(=O)(=O)N1CCC(C(=O)NCc2ccco2)CC1 | -3.0 | -6 | 0 | -7 | -12 | -12 | -2.5 | 0.8 | -1.2 | 27* | 13
CC(=O)NCCC(=O)Nc1ccc(C(N)=O)cc1 | -1.4 | -11 | -2 | 8 | 6 | 2 | 1.5 | 1.4 | -0.1 | 8 | 6
Cc1ccc(CN2CCSCC2)cc1 | -2.4 | 10 | -3 | -6 | -8 | 8 | 1.7 | 0.6 | 3.6 | -15 | 11
NNC(=O)Cn1c(SCc2ccccc2)nc2ccccc21 | x | 3 | -6 | x | -11 | -2 | -1.4 | 2.7 | 1.7 | x | x
CCOC(=O)Cn1c(=O)c2c(nc3n2CCCCN3c2ccc(C)cc2)n(C)c1=O | -2.7 | 11 | 1 | -24 | -5 | -12 | 0.2 | 2.3 | 2.9 | -12 | 16

PfHsp90 set2, hit marks shown above
Compound	MOR-DOR ag	Tat export inh	PKA-R2B act	PfHsp90 set2	PKA-R1A act	Mot1-301 SUMO	phage Ecoli inh	AddAB inh	MOR-DOR inv ag
CCOC(=O)C1=C(N)N2C(=O)C(C)SC2=C(C(=O)OC)C1c1ccccc1OC (stereo not given)	-1.8	-7	-6	133*	-6	13	3.3	0.1	8

Sorted by the number under Mot1-301 SUMO (largest number first): some entries from above
| mol | MOR-DOR ag | Tat export inh | PKA-R2B act | PfHsp90 set2 | PKA-R1A act | Mot1-301 SUMO | phage Ecoli inh | AddAB inh | MOR-DOR inv ag |
| --- | --- | --- | --- | --- | --- | --- | --- | --- | --- |
| CCC1Oc2ccc(C)cc2N(CC(=O)NCCCN2CCCC2)C1=O (stereo not given) | -3.2 | -2 | 9 | -10 | -3 | 167 | 1.5 | 2.4 | 17 |
| O=C(NC(=S)Nc1ccc(CN2CCCCC2)cc1)c1cc2ccccc2o1 | -0.3 | -10 | -13 | 17 | -5 | 53 | 1.3 | 0.5 | 2 |
| CCOC(=O)C1=C(N)N2C(=O)C(C)SC2=C(C(=O)OC)C1c1ccccc1OC (stereo not given) | -1.8 | -7 | -6 | 133* | -6 | 13 | 3.3 | 0.1 | 8 |
| Cc1c(C(=O)C(=O)N2CCCc3ccccc32)c2ccccc2n1C | -1.6 | -9 | 7 | 22 | -1 | 0 | -0.3 | 2.2 | 8 |
| NNC(=O)Cn1c(SCc2ccccc2)nc2ccccc21 | x | 3 | -6 | x | -11 | -2 | 2.7 | 1.7 | x |
| NS(=O)(=O)c1ccc(CCNc2ncnc3c2c(-c2ccccc2)cn3-c2ccc(F)cc2)cc1 | -3.5 | 10 | 5 | -18 | 2 | -6 | 0.1 | 1.0 | 17 |
